TLR9-MyD88 inh – inhibitors of TLR9-MyD88 association in cells, primary screen, cell-based, CHO, BLA complementation, fluorescence | CCF4 FRET ratio | Toll-like receptor 9 (Homo sapiens) + Myeloid differentiation primary response protein … | AID 504734, 2011 | inhibition, % at 4.98 µM | 0.21% of 340,000 active;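 active = inhibition above the mean over all tested compounds plus 3 SD, cut at about 21% in these data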;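 also: 0% = DMSO only wells and 100% = clavulanate BLA inhibitor control wells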
NCOA2 inhibitor – inhibition of GAL4-SRC2 driven luciferase reporter, primary screen, SRC2 inhibitor project, cell-based, luminescence; HEK293 GAL4-SRC2 luciferase reporter; inhibition, % at 9 µM; 0.17% of 370,000 active;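 active = inhibition above the mean inhibition of all tested compounds plus 3 SD, set per campaign, cut at about 52% in these data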;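 also: 0% = DMSO treated cells and 100% = cells given Gossypol at 36 µM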
ABCB6 inh 2 – ABCB6 transporter inhibitors, primary screen, K562-ABCB6 cells, flow cytometry, MLPCN library. fluorescence ratio to DMSO, % at 10 µM. K562-ABCB6 porphyrin accumulation, 1 h; hits give low values. ATP-binding cassette sub-family B member 6 (Homo sapiens), Q9NP58. 0.19% of 360,000 active;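 active = fluorescence ratio to DMSO below 75%, the collection mean minus 3 SD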;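 also: signal is porphyrin accumulated inside mitochondria; 100% equals median channel fluorescence of DMSO control wells; lower ratio means ABCB6 inhibition with less porphyrin fluorescence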
ABHD5 PLIN5 PPI – ABHD5-PLIN5 interaction inhibitors, primary screen, cell lysate, split luciferase complementation, luminescence. Split G. princeps luciferase complementation, 4 h. inhibition, % at 4 µM. 0.78% of 360,000 active. AID 602281, 2012;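 active = inhibition above the mean inhibition across every tested compound plus 3 SD, cut at about 22% in these data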;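 also: 0% = DMSO only wells and the 100% control is not disclosed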
MC4R antag cAMP – MC4R antagonists of cAMP signaling, primary screen, cell-based, TR-FRET, antagonist arm of biased-ligand search | Melanocortin receptor 4 (Homo sapiens), P32245 | 0.48% of 360,000 active | inhibition, % at 6.5 µM | MC4R-expressing cells, MTII-stimulated cAMP, LANCE TR-FRET;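 active = inhibition above its plate's cutoff, the mean of tested wells on that plate plus 3 SD, cut at about 29% in these data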;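 also: 0% = Melanotan II alone and 100% = Melanotan II plus saturating MCL0020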
Target sequence (P32245 whole entry, looked up): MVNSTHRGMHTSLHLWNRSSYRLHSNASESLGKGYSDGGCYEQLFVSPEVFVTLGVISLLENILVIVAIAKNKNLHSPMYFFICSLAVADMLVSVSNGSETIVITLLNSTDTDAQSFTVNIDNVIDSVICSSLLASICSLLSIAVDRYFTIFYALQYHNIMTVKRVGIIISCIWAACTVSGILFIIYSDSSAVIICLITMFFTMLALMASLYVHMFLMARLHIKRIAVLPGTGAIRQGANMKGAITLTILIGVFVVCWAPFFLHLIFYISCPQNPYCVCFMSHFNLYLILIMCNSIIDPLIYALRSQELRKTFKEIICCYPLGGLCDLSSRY
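Assay system: human MC4R-expressing U2OS cells; reagent: Melanotan II stimulation of cells; dosing: 6.5 µM single dose; timing: compound 30 min, challenge 1 h, detection 1 h; signal: TR-FRET cAMP assay; replicates: one well per compound, no replicates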
MC4R ag barr – MC4R agonists recruiting beta-arrestin, primary screen, cell-based, luminescence, agonist arm of biased-ligand search; AID 540308, 2011; activation, % at 8.9 µM; U2OS MC4R beta-arrestin complementation; percent of melanotan II response, DMSO zero; 0.98% of 360,000 active; Melanocortin receptor 4 (Homo sapiens), P32245;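 active = activation above a per-plate cutoff, the mean activation of sample wells on that plate plus 3 SD, cut at about 8% in these data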
NOD2 RIPK2 PPI – NOD2-RIPK2 binding disruptors in cells, primary screen, fluorescence, CHO cells, BLA complementation; Receptor-interacting serine/threonine-protein kinase 2 (Homo sapiens), O43353; CCF4 ratio; inhibition, % at 4.98 µM; 0.38% of 360,000 active; in the data active = inhibition above about 21%;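 also: 0% = vehicle only and 100% = reference blocker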
Target sequence (O43353 whole entry, looked up): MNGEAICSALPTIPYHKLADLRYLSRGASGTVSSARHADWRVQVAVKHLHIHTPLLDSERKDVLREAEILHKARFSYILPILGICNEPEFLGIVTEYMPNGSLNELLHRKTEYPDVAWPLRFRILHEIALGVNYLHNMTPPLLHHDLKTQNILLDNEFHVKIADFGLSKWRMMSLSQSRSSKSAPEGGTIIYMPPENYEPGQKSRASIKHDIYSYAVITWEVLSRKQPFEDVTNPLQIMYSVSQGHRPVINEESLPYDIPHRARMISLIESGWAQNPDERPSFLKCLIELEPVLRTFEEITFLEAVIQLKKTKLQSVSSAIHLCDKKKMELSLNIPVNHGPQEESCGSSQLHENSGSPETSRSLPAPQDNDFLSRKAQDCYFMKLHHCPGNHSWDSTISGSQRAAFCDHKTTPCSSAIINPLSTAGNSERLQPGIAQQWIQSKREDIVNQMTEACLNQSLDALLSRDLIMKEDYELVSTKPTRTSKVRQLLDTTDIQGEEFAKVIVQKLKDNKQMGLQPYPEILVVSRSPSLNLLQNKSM
H9c2 protect – cardioprotection against H2O2-induced cell death, primary screen, uHTS, H9c2 cells, ATPLite luminescence; H9c2 cardiomyocytes, H2O2 injury protection, 2 h; protection from H2O2 cell death, % at 20 µM; 0.63% of 360,000 active; AID 588492, 2011;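 active = compounds giving at least 50% protection of heart cells from peroxide-induced death in the single-dose screen, raw or plate-pattern-corrected value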;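 also: 0% = DMSO wells with peroxide and 100% = DMSO wells without peroxide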
m5-HT2A agonist – mouse Htr2a agonists via beta-arrestin recruitment, primary screen, cell-based, luminescence; 5-hydroxytryptamine receptor 2A (Mus musculus), P35363; CHO-K1 mHTR2A beta-arrestin complementation; percent of 30 µM serotonin response; activation, % at 7.6 µM; 0.66% of 360,000 active;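 active = activation above a run cutoff, the mean activation of all tested compounds plus 3 SD, cut at about 14% in these data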;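 also: 0% = plate median of compound wells and 100% = 30 µM serotonin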
Glyco luc inh – increase of ERlucT glycosylation luciferase signal, primary screen, N-linked glycosylation inhibitor project, D54 ERlucT cells, luminescence, set 2. D54 ERlucT glycosylation luciferase reporter, 24 h; percent of 100 nM tunicamycin response. reporter increase, % at 12.5 µM. 0.23% of 360,000 active. AID 588692, 2011;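 active = mean luciferase reporter signal, scaled so untreated is 0 and the glycosylation-blocking control 100, at or above a set limit in every replicate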;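 also: luciferase carries N-glycosylation sites so blocking glycosylation raises the light; 0% = median of neutral control wells and 100% = median of 100 nM tunicamycin wells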
An asterisk follows results filed as active; i = inactive; nt = no result given. The list is partial; the hit share may differ from the screen's.

Preview:
SMILES	TLR9-MyD88 inh	NCOA2 inhibitor	ABCB6 inh 2	ABHD5 PLIN5 PPI	MC4R antag cAMP	MC4R ag barr	NOD2 RIPK2 PPI	H9c2 protect	m5-HT2A agonist	Glyco luc inh
CC1(C)C2CCC1(C)C(NC1=NCCC1)C2 (centres undefined)	2	-4	99	-1	2	-1.4	-11	0	4	-1
CCOc1ccccc1NC(=O)CCn1c(=O)oc2ccccc21	4	0	103	-6	-1	0.0	-4	6	1	1

Results, repeating the preview:
SMILES	TLR9-MyD88 inh	NCOA2 inhibitor	ABCB6 inh 2	ABHD5 PLIN5 PPI	MC4R antag cAMP	MC4R ag barr	NOD2 RIPK2 PPI	H9c2 protect	m5-HT2A agonist	Glyco luc inh
CC1(C)C2CCC1(C)C(NC1=NCCC1)C2 (centres undefined)	2	-4	99	-1	2	-1.4	-11	0	4	-1
CCOc1ccccc1NC(=O)CCn1c(=O)oc2ccccc21	4	0	103	-6	-1	0.0	-4	6	1	1
COc1ccccc1N1CCN(CC(=O)N2CCCC2)CC1	-3	6	96	-3	-1	3.3	1	6	4	-1
CSc1ccc(-c2nc3cnccn3c2Nc2ccc3c(c2)OCO3)cc1	-4	nt	98	13	3	-1.2	5	15	2	-4
COc1ccc(OCCCC(=O)Nc2ccc3c(c2)OCCO3)cc1	1	-11	97	6	18	-0.7	-15	1	0	-3
O=C(CSc1nnc(NC(=O)c2ccc(F)cc2)s1)NC1CC1	4	-14	98	-3	4	-1.0	-16	-9	-1	-1
O=S(=O)(NCCn1ccc2ccccc21)c1ccccc1	-1	-28	98	2	-7	-0.5	2	0	2	1
Cc1cc(C)c(C#N)c(SCCS(=O)(=O)Cc2ccc(Cl)cc2)n1	2	3	103	0	6	8.1	-8	-3	-18	2
COc1cc(C(=O)O)ccc1OCc1c(C)noc1C	6	13	95	3	8	-1.0	-13	1	0	2
COc1ccc(CC(N)c2csc(NC(=O)Nc3ccccc3C(C)(C)C)n2)cc1 (centres undefined)	nt	1	96	-11	5	0.2	-12	8	-6	-6
O=S(=O)(CCN1CCN(c2ccccc2O)CC1)c1cc(Cl)ccc1Cl	2	-21	102	9	-7	-0.9	12	-4	-13	4
Cc1ccc(CNC(=O)c2ccc(N3CCC4(CC3)CC(c3ccccc3)=NO4)c(N)c2)cc1	11	9	99	-7	8	0.5	2	-8	-6	13
Cc1cc(C)nc(SCC(=O)Nc2ccc(S(=O)(=O)NC(C)(C)C)cc2)n1	-3	20	96	-2	1	-2.4	-7	-13	-1	-1
O=P(c1ccccc1)(c1ccccc1)C1CCCO1 (centres undefined)	1	3	96	8	-5	2.3	1	4	-1	2
CCC(OC(=O)c1cccs1)C(=O)NCc1ccco1 (centres undefined)	-6	-13	82	-7	-2	-1.8	4	3	1	0
CCOc1ccc(CCNC(=O)C2CCN(S(=O)(=O)CC)CC2)cc1OCC	3	-6	95	-9	11	-2.6	-3	6	-1	1
CN(N)C(=S)Nc1ccc(F)cc1	2	-1	102	-9	0	0.6	-2	-1	-5	2
O=C(COC(=O)c1ccccc1S(=O)(=O)N1CCCCC1)NCC(F)(F)F	3	11	99	-7	2	-0.3	-4	7	-3	-1
Cc1ccc(-c2noc(CCC(=O)NCc3ccccc3CN3CCOCC3)n2)cc1	-3	-9	99	-6	5	0.7	7	-4	3	-2
COc1ccc(-c2nn(-c3ccccc3)cc2/C=C(\C#N)S(=O)(=O)c2ccccc2)cc1OC	3	-5	97	6	0	-0.7	0	0	3	4
Cn1c(=O)c2cc(NC(=S)NC3CC3)ccc2n1C/C=C/c1ccccc1	nt	-26	104	-15	0	-0.1	-11	-1	-2	1
Cc1ccc(C)c(S(=O)(=O)N2CCCCC2CCNC(=O)C(=O)NC2CCCC2)c1 (centres undefined)	4	4	103	-8	-3	-4.2	-3	-6	4	-4
Cc1ccc(NS(=O)(=O)c2ccc(C(=O)N3CCCC(C(F)(F)F)C3)cc2)cc1 (centres undefined)	-7	21	95	4	-1	-3.5	-7	-11	2	-2
Cc1ccc2[nH]cc(/C=C/c3cc[n+](C)cc3)c2c1	4	-6	i	4	-29	-1.2	5	-7	-4	-1
COc1ccc(C2NC(=O)NC3=C2C(=O)CCC3)cc1 (centres undefined)	3	-3	97	2	2	-1.8	-2	7	2	1
Cc1cccc(NC(=O)COC(=O)Cc2c[nH]c3ccccc23)c1C	1	1	103	2	2	-1.2	5	-2	2	1
CC1(C)OC(=O)C2=C(C[C@@H](CCc3ccccc3)O[C@@H]2c2ccc(F)cc2)O1	nt	-52	92	1	nt	nt	-15	nt	-3	nt
CCOC(=O)C[C@H]1c2ccc(C(F)(F)F)cc2S(=O)(=O)N1Cc1ccccc1	-4	-34	96	5	8	-0.9	-8	0	-7	-1
c1ccc(Nc2ncnc3c2oc2ccccc23)cc1	4	-90	84	-6	0	-2.7	-5	1	-5	3
CCc1ccccc1Oc1nc(NC(C)C)nc2ccsc12	nt	6	93	-3	6	1.4	9	-10	3	-1
C=CCNC(=O)COc1ccccc1C#N	-7	-6	93	-1	12	-2.3	-8	0	1	2
CC(C)(C)NC(=O)CN(C(=O)C1CSC(=O)C1)c1ccccc1F (centres undefined)	14	-13	101	-1	4	-2.3	4	-1	-4	0
O=C(CN(C(=O)CNC(=O)c1cccs1)c1ccccc1F)NC1CCCCC1	-9	-12	98	-2	22	1.5	-4	-3	3	2
COc1ccc2[nH]c3c(c2c1)CCN1C(=O)C(CC(=O)NC(C)(C)C)C[C@H](C(=O)N2CCOCC2)[C@@]31CCC1CCCC1 (some centres undefined)	-2	-9	94	-2	-3	-1.4	4	4	2	-1
N#CC1=C(N)Oc2n[nH]c(-c3cccnc3)c2C1c1ccc([N+](=O)[O-])o1 (centres undefined)	12	-10	99	7	9	-2.0	10	-12	-4	3
O=C(O)C1=NN(c2ccccc2)C(=O)CC1	-8	13	97	-5	15	-0.8	4	1	0	1
CCOC(=O)c1ccc(Nc2ncnc3c2cnn3C)cc1	2	-12	103	4	0	-1.7	1	2	2	1
CCN(CC)CCCNC(=O)CSc1nc(C)cc(C)n1	6	-5	103	2	6	0.1	-1	0	6	2
COc1ccc(CCNC(=O)CCS(=O)(=O)c2ccc3c(c2)NC(=O)CS3)cc1OC	-4	-5	102	-2	17	-0.7	7	2	0	0
COCCCN1C(=O)C(=O)/C(=C(/O)c2ccc(S(=O)(=O)N3CCOCC3)cc2)C1c1cccc(Cl)c1 (centres undefined)	1	-26	102	1	3	2.6	-12	1	5	0
Clc1ccccc1CNCC1CCCO1 (centres undefined)	13	4	97	-1	7	1.6	-4	4	2	0
O=C(NCCN1CCOCC1)c1cc(-c2ccc(F)cc2)nc2ccccc12	-6	-57	90	4	9	-0.3	-12	4	-6	0
O=C1ON=C(c2ccc([N+](=O)[O-])cc2)/C1=C/c1ccccc1O	-2	-15	108	2	-4	-2.2	-10	10	-2	4
C[C@@H]1CN([C@@H](C)CO)C(=O)CCCn2nncc2CO[C@@H]1CN(C)C(=O)Nc1ccc(-c2cccs2)cc1	1	22	102	-4	16	0.5	0	8	0	0
COc1cc(C(=O)N/N=C/c2ccc3c(c2)c2ccccc2n3C)ccc1O	4	-16	82	5	-6	-0.8	4	43	-13	34*
Cc1ccc(C2(O)CN(c3ccccc3)C3=[N+]2CCS3)cc1 (centres undefined)	-12	-21	103	3	4	0.1	-10	-4	-5	-1
O=C(COc1ccc2ccccc2c1)NCC1CCCO1 (centres undefined)	-11	-34	101	nt	nt	nt	nt	-1	nt	2
CCOC(=O)CCCc1ccc(/C(C)=N/NC(N)=S)cc1	-3	25	88	2	-4	-1.2	0	6	5	2
CCCCNC(=S)NNC(=O)c1csc(C)c1C	7	-7	93	2	6	-0.7	-4	-6	6	2
CC(C)C(NC(=O)C(Cc1ccccc1)NC(=O)OCc1ccccc1)C(=O)O (centres undefined)	7	4	99	3	-8	1.1	-1	-2	3	0
COc1ccc(C)cc1NC(=O)NC1CCCc2ccccc21 (centres undefined)	-3	-8	96	20	2	1.1	-7	-1	6	-3
CCn1c(Cc2ccc(OC)cc2)nnc1SCC(=O)NC1CC1	5	-30	95	3	5	-2.4	-1	-2	-5	0
O=C(N1CCOCC1)N1CCN(S(=O)(=O)c2ccc(Cl)cc2)CC1	-2	-9	97	-3	20	1.0	8	-4	-3	4
Cc1ccc(-n2c(SCC(=O)Nc3ccc4c5c(cccc35)CC4)nc(O)cc2=O)cc1	1	0	90	3	1	-3.7	-9	3	1	1
Cc1c(CCC(=O)NCCCn2ccnc2)c(=O)oc2c(C)c3oc4c(c3cc12)CCCC4	-3	nt	99	6	8	0.2	-5	-4	-5	-3
CCc1ccc(NC(=S)/N=C(\N)Nc2nc(C)c3cc(CC)ccc3n2)cc1	-9	10	98	-37	0	-2.8	2	-1	-3	-1
CN(C)S(=O)(=O)c1cccc(NC(=O)c2ccc3c(c2)OCCO3)c1	1	-21	98	3	0	0.2	-5	-10	-6	-1
O=C(CN1CCN(Cc2ccccc2Cl)C1=O)NCc1ccccn1	-8	1	93	-9	4	-2.0	-11	3	0	2
COc1ccccc1C(=O)N/C(=C\c1cn(C)c2ccccc12)C(=O)NCCCN1CCOCC1	7	-2	92	0	-1	-2.6	17	6	-7	4
Cc1cc(=O)[nH]c(COc2ccccc2)n1	-3	-11	90	0	5	1.0	-7	-4	2	0

Next part
SMILES	TLR9-MyD88 inh	NCOA2 inhibitor	ABCB6 inh 2	ABHD5 PLIN5 PPI	MC4R antag cAMP	MC4R ag barr	NOD2 RIPK2 PPI	H9c2 protect	m5-HT2A agonist	Glyco luc inh
O=C1NN(c2ccccc2)C(=O)/C1=C\c1cccn1-c1ccc(Cl)c([N+](=O)[O-])c1	2	3	106	0	-4	-1.3	2	-5	-1	-4
Cc1ccc(/C=N/NC(=O)CC(=O)NCc2cccnc2)cc1	-2	1	99	0	8	-1.5	-1	-5	-3	2
COc1ccc(NC(=S)Nc2ccc3nsnc3c2)cc1	14	1	105	23*	-15	-2.0	-1	-8	5	1
CC(CCc1ccc(O)cc1)NC1c2ccccc2-c2ccccc21 (centres undefined)	3	-50	98	-4	9	3.7	-7	-2	-5	0
COc1ccc(/C=N/NC(=O)Nc2ccc3nsnc3c2)c(OC)c1	5	-5	99	0	-6	14*	1	0	-1	2
COc1cc(C)nc(N(Cc2ccccc2)S(=O)(=O)c2ccc(C)cc2)n1	-4	6	96	-8	-5	1.3	3	-15	-10	-7

High-throughput results as filed in PubChem BioAssay.
